TcdB inh = inhibitors of Clostridioides difficile toxin B glycohydrolase; P18177; TcdB glycohydrolase enzymatic assay, plate reader; inhibition, % at 9.99 µM; 0.24% of 350,000 active; AID 652162; in the data active = inhibition above about 10%
An asterisk follows results filed as active. An excerpt (hit frequency here may not be typical).

mol,TcdB inh
C[C@@H]1CN([C@@H](C)CO)C(=O)Cc2cc(NC(=O)Nc3ccc(F)cc3)ccc2O[C@H]1CN(C)C(=O)Nc1cccc2ccccc12,-2.1
C[C@H](NC(=O)[C@H]1[C@H](CO)[C@H]2Cn3c(ccc(C4=CCCC4)c3=O)[C@@H]1N2C(=O)C1CC1)c1ccccc1,0.7
COC(=O)C[C@@H]1C[C@H]2c3cc(NS(=O)(=O)c4ccc(F)cc4)ccc3O[C@H]2[C@@H](CO)O1,1.0
Cc1ccccc1-c1cnc2c(c1)C(=O)N([C@H](C)CO)C[C@H](C)[C@@H](CN(C)CC1CCCC1)O2,-1.3
Cc1ccc(S(=O)(=O)N[C@@H]2CC[C@@H](CCNC(=O)c3ccccc3F)O[C@@H]2CO)cc1,0.1
O=C(C[C@H]1C[C@H]2c3cc(NC(=O)NC4CCCC4)ccc3O[C@H]2[C@@H](CO)O1)NCCN1CCCCC1,0.7
O=C(C[C@H]1C[C@@H]2c3cc(NS(=O)(=O)c4ccccc4)ccc3O[C@@H]2[C@H](CO)O1)NC1CCCCC1,-4.6
CC(C)NC(=O)Nc1ccc2c(c1)C(=O)N([C@H](C)CO)C[C@H](C)[C@H](CN(C)S(=O)(=O)c1ccc(Cl)cc1)OCCCC[C@@H](C)O2,-0.3
CC(C)NC(=O)NCC[C@@H]1CC[C@H](NS(=O)(=O)c2ccc(-c3ccccc3)cc2)[C@@H](CO)O1,-2.1
CO[C@@H]1CN(C)C(=O)c2ccc(NC(=O)C3CCCC3)cc2OC[C@@H](C)N(C(=O)CC2CC2)C[C@@H]1C,0.6
CN1C(=O)c2cc(NC(=O)c3ccc(F)c(F)c3)ccc2OC[C@@H]2O[C@H](CC(=O)N3CCCCC3)CC[C@@H]21,0.2
C[C@@H]1CN([C@H](C)CO)C(=O)Cc2cc(NC(=O)Cn3cnnn3)ccc2O[C@@H]1CN(C)C,0.1
O=C(C[C@@H]1CC[C@@H](NC(=O)c2ccccc2)[C@H](CO)O1)NCCc1ccncc1,0.1
C[C@H](CO)N1C[C@H](C)[C@H](CN(C)C(=O)Nc2ccc(F)cc2)Oc2ncc(C#CC3CC3)cc2C1=O,1.5
CO[C@H]1CN(C)C(=O)c2cc(NC(=O)c3ccno3)ccc2OC[C@@H](C)NC[C@H]1C,1.0
COc1ccc(CN(C)C[C@H]2Oc3c(NC(=O)c4cc(C)nn4C)cccc3C(=O)N([C@@H](C)CO)C[C@@H]2C)cc1,-0.2
COc1ccc(S(=O)(=O)Nc2ccc3c(c2)C(=O)N([C@@H](C)CO)C[C@@H](C)[C@@H](CN(C)S(=O)(=O)c2cccs2)OCCCC[C@H](C)O3)cc1,0.1
C[C@H](O)C#Cc1ccc2c(c1)O[C@H](CN(C)Cc1ccccn1)[C@@H](C)CN([C@H](C)CO)S2(=O)=O,-0.3
C[C@H](CO)N1C[C@H](C)[C@H](CN(C)C(=O)Nc2ccccc2)Oc2ncc(-c3cccnc3)cc2C1=O,-0.8
C[C@@H]1CN([C@H](C)CO)C(=O)c2cc(-c3ccccc3F)cnc2O[C@@H]1CN(C)C(=O)NC1CCCCC1,0.5
N#C[C@H]1[C@H](c2ccc(C#Cc3ccc(F)cc3)cc2)[C@H](CO)N1C(=O)C1CC1,-0.2
COc1ccc(CN(C)C[C@H]2Oc3ccc(NC(=O)C4CC4)cc3C(=O)N([C@@H](C)CO)C[C@H]2C)cc1,0.4
Cc1noc(C)c1C(=O)N(C)C[C@H]1OCc2ccccc2-c2c(n(C)c3ccccc23)C(=O)N([C@@H](C)CO)C[C@H]1C,-0.2
COC(=O)[C@@H]1[C@@H](CO)[C@@H]2Cn3c(ccc(C4=CCCCC4)c3=O)[C@H]1N2CCc1ccccc1,0.5
C[C@H](CO)N1C[C@H](C)[C@H](CN(C)Cc2ccc(Cl)c(Cl)c2)Oc2ccc(NC(=O)C3CC3)cc2C1=O,-3.7
C[C@@H](NC(=O)C[C@@H]1C[C@H]2c3cc(NC(=O)C4CCC4)ccc3O[C@H]2[C@H](CO)O1)c1ccccc1,-0.6
CCOC(=O)N(C)C[C@H]1OCc2ccccc2-c2c(n(C)c3ccccc23)C(=O)N([C@H](C)CO)C[C@H]1C,2.1
O=C(C[C@H]1C=C[C@H](NS(=O)(=O)c2ccccc2)[C@H](CO)O1)NCc1ccc(Cl)c(Cl)c1,-2.6
O=C(Nc1cccc(Cl)c1)N1C[C@@H]2[C@H](c3ccccc31)[C@H](CO)N2C(=O)C1CCCC1,0.6
COc1cccc(-c2cnc3c(c2)C(=O)N([C@@H](C)CO)C[C@H](C)[C@H](CN(C)Cc2ccc(F)cc2)O3)c1,0.9
COCC(=O)N1CCCCN2[C@H](CO)[C@@H](c3ccc(-c4ccc(OC)cc4)cc3)[C@H]2C1,0.0
C[C@H](CO)N1C[C@H](C)[C@H](CN(C)C)Oc2cc(-c3ccccc3)ccc2S1(=O)=O,-1.4
C[C@@H]1CCCCO[C@@H](CN(C)S(=O)(=O)c2cn(C)cn2)[C@H](C)CN([C@@H](C)CO)C(=O)c2cc(NS(C)(=O)=O)ccc2O1,1.3
C/C=C/c1ccc2c(c1)O[C@@H](CN(C)C(=O)Nc1ccc(F)cc1)[C@H](C)CN([C@@H](C)CO)S2(=O)=O,0.3
CO[C@H]1CN(C)C(=O)c2ccc(NC(=O)Nc3ccccc3)cc2OC[C@H](C)N(C(=O)CN(C)C)C[C@@H]1C,-0.5
CC(=O)N1[C@@H](CO)[C@@H]2c3ccccc3N(S(=O)(=O)c3ccccc3F)C[C@@H]21,0.3
C[C@H]1CN([C@@H](C)CO)C(=O)c2cc(NC(=O)C3CCCCC3)ccc2O[C@@H]1CN(C)Cc1ccc2c(c1)OCO2,-0.9
CN1C(=O)c2cc(NC(=O)c3cccc(F)c3)ccc2OC[C@H]2O[C@@H](CC(=O)N3CCc4ccccc4C3)CC[C@H]21,0.5
CC=Cc1ccc2n(c1=O)C[C@@H]1[C@@H](CO)[C@H](C(=O)OC)N(Cc3ccccc3)[C@H]21 (mixture of isomers),0.0
CO[C@@H]1CN(C)C(=O)c2ccc(NC(=O)NC(C)C)cc2OC[C@H](C)N(C(=O)CN(C)C)C[C@@H]1C,1.3
C[C@@H]1CN([C@H](C)CO)C(=O)c2cc(C#C[C@@H](C)O)cnc2O[C@@H]1CN(C)Cc1cncnc1,-1.9
COc1cccc(-c2ccc3n(c2=O)C[C@@H]2[C@@H](CO)[C@H](C(=O)N4CCOCC4)N[C@H]32)c1,-0.9
COc1ccc(NC(=O)Nc2ccc3c(c2)C(=O)N([C@@H](C)CO)C[C@H](C)[C@H](CN(C)S(=O)(=O)c2cn(C)cn2)O3)cc1,0.8
C[C@@H]1CN([C@@H](C)CO)C(=O)c2cccc(NS(=O)(=O)c3ccc(F)cc3)c2O[C@H]1CN(C)S(=O)(=O)c1ccc(F)cc1,1.2
C[C@H](CO)N1C[C@H](C)[C@@H](CN(C)C(=O)Nc2ccc(C(F)(F)F)cc2)OCCCC[C@H](C)Oc2ccc(NC(=O)Nc3ccc4c(c3)OCO4)cc2C1=O,0.8
O=C(C[C@@H]1C[C@H]2c3cc(NC(=O)Nc4ccccc4)ccc3O[C@H]2[C@H](CO)O1)NCc1ccncc1,0.1
CO[C@H]1CN(C)C(=O)c2cc(NC(C)=O)ccc2OC[C@H](C)N(Cc2ccccc2F)C[C@H]1C,0.2
C[C@@H]1CCCCO[C@@H](CN(C)Cc2ccc(C(F)(F)F)cc2)[C@@H](C)CN([C@@H](C)CO)C(=O)c2cc(NS(=O)(=O)c3cccs3)ccc2O1,0.2
O=C(N[C@@H]1CC[C@@H](CCNS(=O)(=O)c2ccccc2)O[C@H]1CO)c1cccc(F)c1,0.4
C[C@H](CO)N1C[C@H](C)[C@H](CN(C)Cc2ccccc2)Oc2ccc(NS(=O)(=O)c3ccccc3)cc2C1=O,-0.3

The list goes on; it opens with the 3 that closed the last part.
mol,TcdB inh
C[C@@H]1CCCCO[C@@H](CN(C)Cc2ccc(C(F)(F)F)cc2)[C@@H](C)CN([C@@H](C)CO)C(=O)c2cc(NS(=O)(=O)c3cccs3)ccc2O1,0.2
O=C(N[C@@H]1CC[C@@H](CCNS(=O)(=O)c2ccccc2)O[C@H]1CO)c1cccc(F)c1,0.4
C[C@H](CO)N1C[C@H](C)[C@H](CN(C)Cc2ccccc2)Oc2ccc(NS(=O)(=O)c3ccccc3)cc2C1=O,-0.3
COc1ccc(NC(=O)Nc2ccc3c(c2)C(=O)N([C@H](C)CO)C[C@H](C)[C@H](CN(C)Cc2ccc4c(c2)OCO4)O3)cc1,-0.1
CN(C)C(=O)C[C@@H]1CC[C@H]2[C@@H](COC[C@H](O)CN2CC2CCOCC2)O1,-1.9
CC(C)[C@@H](C)NC(=O)N(C)C[C@@H]1OCc2ccccc2-c2ccccc2C(=O)N([C@@H](C)CO)C[C@@H]1C,0.5
CCS(=O)(=O)Nc1ccc2c(c1)C(=O)N(C)C[C@@H](OC)[C@H](C)CN[C@H](C)CO2,1.5
C[C@@H]1CCCCO[C@@H](CN(C)C(=O)CCC(F)(F)F)[C@@H](C)CN([C@@H](C)CO)C(=O)c2cc(NS(C)(=O)=O)ccc2O1,0.4
O=C(Nc1ccccc1)[C@H]1[C@H](CO)[C@H]2Cn3c(ccc(C4=CCCCC4)c3=O)[C@H]2N1Cc1ccccn1,1.2
C[C@H]1CN([C@@H](C)CO)C(=O)c2c(c3ccccc3n2C)-c2ccccc2CO[C@H]1CN(C)S(=O)(=O)c1ccc(Cl)cc1,-0.8
O=C(C[C@@H]1C[C@H]2c3cc(NC(=O)c4ccc5c(c4)OCO5)ccc3O[C@H]2[C@@H](CO)O1)NC1CCCC1,0.9
Cc1noc(C)c1NC(=O)N(C)C[C@@H]1Oc2ccc(NS(=O)(=O)c3c(C)noc3C)cc2CC(=O)N([C@@H](C)CO)C[C@@H]1C,0.3
C/C=C/c1ccc([C@@H]2[C@H](CO)N3CCCCN(C(=O)Cc4cccnc4)C[C@@H]23)cc1,0.6
Cc1ccc(-c2ccccc2[C@H]2[C@@H](CO)N(S(C)(=O)=O)[C@H]2C#N)cc1,1.9
CCC(=O)N1[C@@H]2c3ccc(-c4ccccc4F)c(=O)n3C[C@H]1[C@H](CO)[C@H]2C(=O)NC1CCCC1,1.3
COCC(=O)N1C[C@H]2[C@@H](c3ccccc31)[C@H](CO)N2Cc1ccccc1,0.0
CCCNC(=O)N(C)C[C@@H]1Oc2cc(C#CC(C)C)ccc2S(=O)(=O)N([C@H](C)CO)C[C@@H]1C,0.4
O=C(Cc1ccccn1)N[C@H]1CC[C@@H](CC(=O)N2CCCCC2)O[C@H]1CO,-2.0
COCCNC(=O)C[C@@H]1C[C@@H]2c3cc(NC(=O)Nc4ccc(C(F)(F)F)cc4)ccc3O[C@@H]2[C@@H](CO)O1,-0.1
CCN1[C@@H]2c3ccc(C4=CCCCC4)c(=O)n3C[C@H]1[C@H](CO)[C@H]2C(=O)NC1Cc2ccccc2C1,-0.4
CCCNC(=O)[C@H]1[C@H](CO)[C@H]2Cn3c(ccc(-c4cccnc4)c3=O)[C@@H]1N2C(=O)Nc1ccccc1,-1.0
C[C@H](CO)N1C[C@H](C)[C@H](CN(C)C(=O)Nc2cccc3ccccc23)Oc2ccc(NC(=O)Cn3cnnn3)cc2C1=O,-0.7
CO[C@H]1CN(C)C(=O)c2cccc(C#N)c2OCC[C@H]2CC[C@@H](OC)[C@H](CN(C)C(=O)[C@@H]1C)O2,-0.7
C[C@H]1CN([C@@H](C)CO)C(=O)Cc2cc(N(C)C)ccc2O[C@H]1CN(C)Cc1ccc(Oc2ccccc2)cc1,-4.0
Cc1noc(C)c1S(=O)(=O)N(C)C[C@@H]1OCCCC[C@@H](C)Oc2ccc(NS(=O)(=O)c3cccs3)cc2C(=O)N([C@@H](C)CO)C[C@H]1C,0.8
O=C(C[C@@H]1CC[C@H](NC(=O)C2CCC2)[C@@H](CO)O1)NCCCN1CCOCC1,-0.1
O=C([C@@H]1N[C@@H]2c3ccc(-c4ccccc4F)c(=O)n3C[C@@H]2[C@H]1CO)N1CCc2ccccc2C1,0.8
COCC(=O)N1CC(=O)N2[C@H](CO)[C@@H](c3ccc(C#Cc4cccc(OC)c4)cc3)[C@@H]2C1,-1.1
CC=Cc1ccc2n(c1=O)C[C@@H]1[C@@H](CO)[C@H](C(=O)O)[C@H]2N1S(=O)(=O)c1ccccc1F (mixture of isomers),0.6
COc1ccccc1CNC(=O)C[C@H]1C[C@H]2c3cc(NS(=O)(=O)c4ccc(F)cc4)ccc3O[C@H]2[C@H](CO)O1,-1.3
C[C@H](CO)N1C[C@H](C)[C@@H](CN(C)CC2CC2)Oc2ccc(NC(=O)Cn3cnnn3)cc2CC1=O,0.4
O=C(Nc1ccccc1)N[C@H](Cc1ccccc1)Cn1cc(CN2C(=O)COC[C@H]2c2ccccc2)nn1,0.6
COc1ccc(NC(=O)Nc2ccc3c(c2)C(=O)N([C@H](C)CO)C[C@H](C)[C@@H](CN(C)C(=O)Nc2ccc(F)cc2)O3)cc1,0.7

Compounds listed so far with a Cl atom:
mol,TcdB inh
CC(C)NC(=O)Nc1ccc2c(c1)C(=O)N([C@H](C)CO)C[C@H](C)[C@H](CN(C)S(=O)(=O)c1ccc(Cl)cc1)OCCCC[C@@H](C)O2,-0.3
C[C@H](CO)N1C[C@H](C)[C@H](CN(C)Cc2ccc(Cl)c(Cl)c2)Oc2ccc(NC(=O)C3CC3)cc2C1=O,-3.7
O=C(C[C@H]1C=C[C@H](NS(=O)(=O)c2ccccc2)[C@H](CO)O1)NCc1ccc(Cl)c(Cl)c1,-2.6
O=C(Nc1cccc(Cl)c1)N1C[C@@H]2[C@H](c3ccccc31)[C@H](CO)N2C(=O)C1CCCC1,0.6
C[C@H]1CN([C@@H](C)CO)C(=O)c2c(c3ccccc3n2C)-c2ccccc2CO[C@H]1CN(C)S(=O)(=O)c1ccc(Cl)cc1,-0.8
